Yeast tox – Compounds toxic to wild-type S. cerevisiae growth | A595 turbidity, 16 h | growth inhibition, % at 25 µM (by protocol) | 30,000 compounds, 0.3% hits;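 active = mutant and wild-type yeast strains alike exhibit over 30% growth inhibition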;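 note: 0% = untreated cell controls and 100% = YPD media blanks without cells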
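System – wild-type and eIF2Bepsilon-R284H mutant S. cerevisiae, screened separately · Measured by – absorbance at 595 nm (turbidity) · Timing – 16 h compound exposure during growth at 30 °C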
Yeast eIF2B – modulators of yeast eIF2B activity | S. cerevisiae eIF2B-epsilon R284H, GCN4-lacZ luminescence | inhibition, % at 25 µM (by protocol) | 27,000 compounds, 0.91% hits | AID 688;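 active = mutant luminescence inhibited past about 50% while wild type luminescence and mutant growth stay under set limits, limit read from the data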; note: some compounds called inactive have numbers as strong as hits
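Material: yeast eIF2B-epsilon R284H mutant carrying GCN4–beta-galactosidase fusion. Medium: YPD yeast growth medium. Incubation: 16 h growth with compound at 30 °C, 90 min Beta-Glo step. Signal: Beta-Glo luminescence plus absorbance at 595 nm. Evaluation: % inhibition of reporter signal and growth versus controls. Doses: 25 µM single dose.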
Yeast tox inhibition % – further read-out of Yeast tox, marked with its call; growth inhibition, %; S. cerevisiae eIF2Bepsilon-R284H mutant growth, A595 turbidity, 16 h;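 each compound tested once at 25 µM; 0% equals untreated cells and 100% equals cell-free medium blanks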
Yeast eIF2B mutant toxicity – recorded beside Yeast eIF2B, whose call it bears; growth inhibition, %; measured here: mutant yeast growth, toxicity;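 each compound tested once at 25 µM; zero equals untreated control growth and 100 equals blank medium absorbance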
An asterisk follows results filed as active; / = not tested or not shown.

SMILES | Yeast tox | Yeast tox inhibition % | Yeast eIF2B | Yeast eIF2B mutant toxicity
Cc1ccc(NC(=O)C(C)Sc2nc(=O)cc(N)n2-c2ccccc2)cc1 (stereo not drawn) | 4.4 | 20.5 | 24.9 | 20.5
O=C(Nc1nc2n(n1)C(c1ccccc1)C=C(c1ccccc1)N2)c1ccco1 (stereo not drawn) | 4.3 | 8.3 | 29.2 | 8.3
COC(=O)c1cccc(NC(=O)c2cccnc2)c1 | 2.5 | 11.8 | / | /
Cc1oc2c(C)c(O)ccc2c(=O)c1-c1cnn(-c2ccccc2)c1 | 0.4 | -8.1 | -31.1 | -8.1
COc1cc2c(C(=O)NCc3ccc4c(c3)OCO4)cn(C)c(=O)c2cc1OC | 6.6 | 20.7 | -17.6 | 20.7
Cc1cc(OC(C)C)nc(-c2ccccc2O)n1 | 11.0 | 8.7 | / | /
Cc1ccc(S(=O)(=O)c2nc(Nc3ccccc3N3CCOCC3)sc2Cl)cc1 | -15.7 | -10.0 | -8.5 | -10.0
Cc1ccc(C(=O)N2CCC(C(N)=O)CC2)cc1C | 14.2 | 20.0 | -14.7 | 20.0
CS(=O)(=O)N(CC(=O)N1CCN(c2cccc(Cl)c2)CC1)C1CCCCC1 | 18.3 | -8.9 | 3.0 | -8.9
Nc1c(-c2ccccc2)cnn1-c1ccc(C(=O)O)cc1 | -5.8 | -11.1 | 18.8 | -11.1
Cc1ccc(C(=O)OCC(=O)Nc2sc3c(c2C#N)CCCCC3)cc1NC(=O)c1ccco1 | -1.6 | 12.0 | 20.5 | 12.0
CN1CCN(Cc2cc(=O)oc3cc4c(cc23)CCC4)CC1 | 44.7 | 3.9 | 12.6 | 3.9
Cc1cc2c(c(=O)n1Cc1cccnc1)C(c1cccs1)C(C#N)=C(N)O2 (stereo not drawn) | 14.8 | 3.9 | / | /
c1nc(N2CCC3(CC2)OCCO3)c2[nH]cnc2n1 | / | / | 11.0 | /
CCOC(=O)CCP(=O)(O)C(O)c1ccccc1 (stereo not drawn) | 18.9 | 10.8 | 12.4 | 10.8
O=C(CSc1nnnn1-c1cccnc1)NCc1cccs1 | -21.4 | -3.5 | 11.7 | -3.5
Cc1nc(-c2ccc(S(=O)(=O)N3CCCCCC3)cc2)cs1 | / | / | 7.8 | /
O=C(O)CSC1c2ccccc2C(=O)N1Cc1ccccc1 (stereo not drawn) | / | / | -0.1 | /
CC12CCC(C(=O)NCC3CCCO3)(OC1=O)C2(C)C (stereo not drawn) | 8.8 | 4.3 | 24.1 | 4.3
Cc1nc(-c2ccc3c(c2)OCO3)cs1 | -3.0 | 0.0 | 23.3 | /
N#Cc1c2n(c3c(=O)n(Cc4ccccc4)cnc13)CCCC2 | -1.4 | 0.0 | 20.2 | /
CCCCCn1c(=NC(=O)c2ccco2)c(C(=O)OCC)cc2c(=O)n3ccccc3nc21 | -15.3 | -27.6 | 24.5 | -27.6
NC(=O)c1c(N)sc(=S)n1CC1CCCO1 (stereo not drawn) | -3.1 | 9.7 | 15.9 | 9.7
O=C(OCC(=O)c1c[nH]c2ccccc12)c1ccco1 | -2.0 | -3.9 | 25.5 | -3.9
c1ccc(Cn2c(CNc3nc4ccccc4n3CCN3CCCCC3)nc3ccccc32)cc1 | -7.2 | 6.2 | 23.0 | 6.2

Next part; it opens with the four that closed the last part.
SMILES | Yeast tox | Yeast tox inhibition % | Yeast eIF2B | Yeast eIF2B mutant toxicity
CCCCCn1c(=NC(=O)c2ccco2)c(C(=O)OCC)cc2c(=O)n3ccccc3nc21 | -15.3 | -27.6 | 24.5 | -27.6
NC(=O)c1c(N)sc(=S)n1CC1CCCO1 (stereo not drawn) | -3.1 | 9.7 | 15.9 | 9.7
O=C(OCC(=O)c1c[nH]c2ccccc12)c1ccco1 | -2.0 | -3.9 | 25.5 | -3.9
c1ccc(Cn2c(CNc3nc4ccccc4n3CCN3CCCCC3)nc3ccccc32)cc1 | -7.2 | 6.2 | 23.0 | 6.2
Cc1ccccc1Sc1ncnc2onc(C)c12 | 8.5 | 15.0 | -4.0 | 15.0
O=c1[nH]c(CN2CCC(c3nc4ccccc4s3)CC2)nc2sc3c(c12)CCC3 | -6.7 | 0.0 | 20.4 | /
O=C(NCCC1=CCCCC1)c1ccc(=O)oc1 | -9.2 | -24.1 | 45.8 | -24.1
CCN(CC)C(=O)C1=C(C)Nc2nnnn2C1c1cccnc1 (stereo not drawn) | -0.3 | 12.1 | 27.1 | 12.1
CCCc1cc(=O)[nH]c(SCC(=O)N2CCN(c3ccc(F)cc3)CC2)n1 | -2.2 | 18.5 | / | /
Cc1cccc(C(C)(C)C)c1OCCCCN1CCCC1 | -0.8 | 10.8 | 17.1 | 10.8
O=C(C1=C(O)C(=O)N(Cc2ccco2)C1c1ccccc1)c1cccs1 (stereo not drawn) | 3.8 | 5.0 | 13.2 | 5.0
CCOC(=O)c1c(NCC2CCCO2)c2ccccc2[nH]c1=O (stereo not drawn) | 13.6 | 8.7 | / | /
COc1ccccc1C1CC(=O)Nc2cc3c(cc21)OCCO3 (stereo not drawn) | -8.0 | -7.7 | 30.9 | -7.7
CCOC(=O)c1cnc(-c2cccc(OC)c2)[nH]c1=O | -0.3 | 28.6 | / | /
O=C(COc1ccccc1)Nc1nonc1NC(=O)COc1ccccc1 | -6.8 | -6.5 | 13.9 | -6.5
COC(=O)[C@@H](NC(=O)NCc1ccccc1F)C(C)C | 20.3 | -9.5 | 0.4 | -9.5
CC(=O)Nc1ccc(S(=O)(=O)Nc2cccc(NC(=O)C(C)(C)C)c2)cc1 | 20.3 | 4.2 | 4.4 | 4.2
CCOC(=O)Cn1nnnc1C(CC)N(Cc1ccccc1)Cc1cc2cc(C)ccc2[nH]c1=O (stereo not drawn) | 11.8 | 6.2 | 18.5 | 6.2
Cc1c(NC(=O)CSC2=C(C#N)C(c3ccccc3F)CC(=O)N2)c(=O)n(-c2ccccc2)n1C (stereo not drawn) | 14.5 | 15.4 | 13.1 | 15.4
CN(CC(=O)Nc1ccccc1C(=O)N1CCCC1)S(=O)(=O)c1ccc(Cl)cc1 | 25.4 | 9.7 | -6.2 | 9.7
COC(=O)CSc1nc2c(c(=O)n(C)c(=O)n2C)n1CCC(C)C | 12.1 | 3.7 | 21.1 | 3.7
CC(=O)C1=C(C)NC(SCC(N)=O)=C(C#N)C1C (stereo not drawn) | -0.8 | 3.2 | 15.9 | 3.2
Cn1c(=O)c2c(nc(Oc3ccc4ccccc4c3)n2C)n(C)c1=O | -2.5 | 18.3 | 15.8 | 18.3
OCCCc1nc2n(n1)C(c1ccccc1)C=C(c1ccc(F)cc1)N2 (stereo not drawn) | 15.0 | -8.3 | 0.1 | -8.3
COc1ccc(OC)c(C2=Nn3c(nnc3-c3cccc(OC(C)C)c3)SC2)c1 | -20.8 | -10.4 | 59.9* | /
CC1(C)Cc2c(sc(NC(=O)C(C)(C)C)c2C#N)C(C)(C)N1 | 7.7 | -9.7 | / | /
Cn1c(NCCCO)nc2c1c(=O)n(Cc1ccccc1F)c(=O)n2C | / | / | -5.4 | /
N#Cc1c(N)nc2c(c1N)CC(=O)N2c1ccccc1-c1ccccc1 | -1.7 | 0.0 | 14.7 | /
Cc1ccc(C(=O)c2cc3ccccc3o2)cc1C | 17.8 | 15.6 | -19.3 | 15.6

Continuation:
SMILES | Yeast tox | Yeast tox inhibition % | Yeast eIF2B | Yeast eIF2B mutant toxicity
CCc1c(C)c2c(C)nn(-c3ccccc3)c2oc1=O | -7.7 | -8.3 | 21.0 | -8.3
CCC(C)C(NC(=O)C1CCC(C)CC1)C(=O)NC(C(=O)OC)C(C)C (stereo not drawn) | -4.7 | -4.5 | 25.4 | -4.5
CC(C)Cc1c(O)nc(SCC(=O)Nc2ccc3c(c2)CCC3)[nH]c1=O | 12.9 | 5.0 | -15.0 | 5.0
CN(CC(O)COc1ccc(S(=O)(=O)N2CCOCC2)cc1)C1CCCCC1 (stereo not drawn) | 11.3 | -28.6 | 22.1 | -28.6
COc1ccccc1Nc1nc(C)cc(C)c1C(N)=O | -12.2 | -13.5 | 52.1* | /
CCOC(=O)c1ccc(N2C(=O)C=CC2=O)cc1 | 90.0* | 97.3* | 95.8 | 97.3
CC(=O)C1C(c2ccc(F)c(F)c2)NC(=O)NC1(O)C(F)(F)F (stereo not drawn) | 6.1 | -3.5 | 15.2 | -3.5
CCCc1ccc(OCc2ccc(C(=O)N3CCN(c4ccccn4)CC3)o2)c(OC)c1 | -14.2 | -25.0 | 13.6 | -25.0
Cc1ccc(N2C(=O)CC(Sc3ncn[nH]3)C2=O)cc1 (stereo not drawn) | 1.6 | 23.8 | -7.9 | 23.8
Cc1ccc2c(c1)c(C)c(C)n2CC(O)CN1CCOCC1 (stereo not drawn) | 19.2 | 15.4 | 22.1 | 15.4
Cc1ccc(NC(=O)CSc2n[nH]c(-c3ccncc3)n2)cc1C | 7.0 | 26.3 | 27.1 | 26.3
CCC(C)[C@H](NC(=O)NCC1CCCO1)C(=O)OC (stereo partly drawn) | 8.4 | 3.7 | 7.1 | 3.7
CCOC(=O)C1=C(N)Oc2c(c(=O)[nH]c3ccccc23)C1c1ccccc1 (stereo not drawn) | 5.2 | -2.7 | 23.0 | -2.7
Cc1cc(C)n(-c2nc(Nc3ccccc3C(F)(F)F)nc(-n3nc(C)cc3C)n2)n1 | 9.3 | 0.0 | 30.2 | /
O=C(Nc1ccc(-n2nncc2-c2ccco2)cc1)c1cccc(F)c1 | -2.8 | -6.9 | 40.9 | -6.9
COC(=O)c1ccc(OCC(O)Cn2nnc3ccccc32)cc1 (stereo not drawn) | -9.7 | -4.5 | 32.0 | -4.5
CCOC(=O)/C(=N\NC(=O)c1ccccc1)c1ccccc1 | 21.9 | 11.1 | 17.7 | 11.1
CC(C)OCCCN1CN(S(=O)(=O)c2ccc(Cl)cc2)c2nc3ccccc3nc21 | 5.3 | -4.5 | 46.5 | -4.5
CCc1noc(C)c1C(=O)N1CC(C)OC(C)C1 (stereo not drawn) | -5.1 | 2.4 | -0.6 | 2.4
CC1(C)Cc2c(c(N3CCCC3)nc3sc4c(N5CCN(CCO)CC5)ncnc4c23)CO1 | -2.6 | 29.2 | -5.2 | 29.2
COC(=O)/C(C#N)=C1/C=Cc2ccccc2N1C | 17.3 | 4.3 | 16.5 | 4.3
CN(O)/C=c1/ccc2c(n1)C(=O)C=CC=2 | 17.8 | 0.0 | 25.8 | /
CCCCn1c(=NC(=O)c2ccco2)c(C(=O)OCC)cc2c(=O)n3ccccc3nc21 | 6.9 | -25.0 | -16.2 | -25.0
O=C(NCCNS(=O)(=O)c1ccccc1)N1CCOCC1 | -3.0 | 4.8 | 2.7 | 4.8
CCC(C(=O)Nc1nnc(-c2ccco2)s1)c1ccccc1 (stereo not drawn) | 4.8 | 3.7 | -2.9 | 3.7

Structural class, the compounds so far containing a thiophene ring, fused or not
SMILES | Yeast tox | Yeast tox inhibition % | Yeast eIF2B | Yeast eIF2B mutant toxicity
Cc1ccc(C(=O)OCC(=O)Nc2sc3c(c2C#N)CCCCC3)cc1NC(=O)c1ccco1 | -1.6 | 12.0 | 20.5 | 12.0
Cc1cc2c(c(=O)n1Cc1cccnc1)C(c1cccs1)C(C#N)=C(N)O2 (stereo not drawn) | 14.8 | 3.9 | / | /
O=C(CSc1nnnn1-c1cccnc1)NCc1cccs1 | -21.4 | -3.5 | 11.7 | -3.5
O=c1[nH]c(CN2CCC(c3nc4ccccc4s3)CC2)nc2sc3c(c12)CCC3 | -6.7 | 0.0 | 20.4 | /
O=C(C1=C(O)C(=O)N(Cc2ccco2)C1c1ccccc1)c1cccs1 (stereo not drawn) | 3.8 | 5.0 | 13.2 | 5.0
CC1(C)Cc2c(sc(NC(=O)C(C)(C)C)c2C#N)C(C)(C)N1 | 7.7 | -9.7 | / | /
CC1(C)Cc2c(c(N3CCCC3)nc3sc4c(N5CCN(CCO)CC5)ncnc4c23)CO1 | -2.6 | 29.2 | -5.2 | 29.2

Further entries
SMILES | Yeast tox | Yeast tox inhibition % | Yeast eIF2B | Yeast eIF2B mutant toxicity
Cc1ccc(Cn2c(SCC(=O)NCC3CCCO3)nc3c(sc4ccccc43)c2=O)cc1 (stereo not drawn) | 0.8 | 2.7 | 14.8 | 2.7
Cc1ccccc1Cn1nc(C)c(NC(=O)c2noc3c2CCCC3)c1C | 5.6 | 4.5 | 9.4 | 4.5
CC(C)CNS(=O)(=O)c1ccc(CCC(=O)NCc2ccco2)cc1 | 14.5 | -9.1 | 5.9 | -9.1
CCCn1c(N2CCN(S(=O)(=O)Cc3ccccc3)CC2)nc2ccccc21 | 12.3 | 10.3 | 22.7 | 10.3
COCCn1c(C2CCCCC2)nc2sc3ccccc3c(=O)c2c1=O | 9.8 | -16.7 | -1.2 | -16.7
CCCn1c(SCC(=O)N2CCCC2)nc2c1c(=O)n(C)c(=O)n2C | 11.8 | 11.1 | 11.9 | 11.1
O=C(CN1CCCc2ccccc21)NCc1ccc2c(c1)OCO2 | 6.6 | 0.0 | 19.6 | /
N#CC1=C(C2CC2)CC(c2ccccc2)C(C#N)=C1N (stereo not drawn) | 11.3 | 41.4 | -4.6 | 41.4
COc1ccc(CNc2nc3nc(C)cc(C)n3n2)cc1 | -1.2 | -22.2 | 5.4 | -22.2
Cc1ccc(S(=O)(=O)N2CCN(C(C)C(=O)N3CCCc4ccccc43)CC2)cc1 (stereo not drawn) | 8.2 | 0.0 | 16.9 | /

Screening data: PubChem, PCMD

These rows are one share of the data; count on the stated rates, not on these rows.
